Screens deposited in PubChem BioAssay by National Center for Advancing Translational Sciences (NCATS).
CHX counter = counter-screen for Shiga toxin inhibitors: cycloheximide protein synthesis inhibition | cell reporter, cycloheximide protein synthesis inhibition counterscreen | max response, % | 300,000 tested, 12% active; in the data active = max response mostly above about 13%, no sharp cut-off; inactive = mostly below about 14%; note: read at 38.3 µM for the half of the compounds with a filed dose; 0% is about no effect
LmPK inh = blocks Leishmania mexicana pyruvate kinase activity; Potency, µM (titrated, usually from 57.5 µM), for the others: at the top dose activity change, negative = inhibition, most hits filed as inhibitors; purified LmPK, Kinase-Glo ATP luminescence, 1 h; Q27686; 290,000 tested, 0.37% active; active = well fitted inhibition curve with a large enough effect; note: potency is the fitted concentration of half-maximal effect; % is set by controls: 0 for no effect and ±100 for the full control effect
Target sequence (Q27686 whole entry, looked up): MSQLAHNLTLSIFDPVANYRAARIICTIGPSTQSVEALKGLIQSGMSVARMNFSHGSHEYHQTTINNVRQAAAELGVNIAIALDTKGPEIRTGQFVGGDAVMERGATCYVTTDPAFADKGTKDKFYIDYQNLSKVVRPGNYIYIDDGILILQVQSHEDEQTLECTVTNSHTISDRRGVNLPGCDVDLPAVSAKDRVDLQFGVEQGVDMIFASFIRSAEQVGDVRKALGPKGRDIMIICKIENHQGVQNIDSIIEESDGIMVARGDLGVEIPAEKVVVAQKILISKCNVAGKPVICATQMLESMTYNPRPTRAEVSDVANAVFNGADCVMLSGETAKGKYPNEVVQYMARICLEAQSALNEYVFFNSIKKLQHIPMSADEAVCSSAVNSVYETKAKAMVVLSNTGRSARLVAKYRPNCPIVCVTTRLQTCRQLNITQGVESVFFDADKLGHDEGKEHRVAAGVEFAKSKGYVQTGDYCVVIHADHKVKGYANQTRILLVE
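Purified LmPK (0.1 nM) converted ADP (0.1 mM) to ATP with PEP (0.5 mM) in imidazole buffer pH 7.2 with KCl and MgCl2, 1 h at room temperature. ATP was read by Kinase-Glo luminescence; data normalized to uninhibited and no-enzyme controls.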
Shiga inhibitor = blocks Shiga toxin action in Vero cells. 290,000 tested, 9.2% active. Vero cells, Shiga toxin protein synthesis inhibition reporter. inhibition, % at 38.7 µM. AID 2315; in the data active = inhibition mostly above about 28%, no sharp cut-off; inactive = mostly below about 43%; note: 0% is about no effect
Active calls of the source: *; / = no result given; [ ] = dose if it differs, or a comment.

1. COC(=O)C1=C(C(=O)OC)[C@@H]2N(C)c3ccccc3[C@@]23C[C@@H](C(=O)OC)N(S(=O)(=O)c2ccc(C#N)cc2)C3=N1
2. COC(=O)C1=C(C(=O)OC)[C@@H]2N(C)c3ccccc3[C@@]23C[C@@H](C(=O)OC)N(S(=O)(=O)c2ccc(C(F)(F)F)cc2)C3=N1
3. COC(=O)C1=C(C(=O)OC)[C@@H]2N(Cc3ccccc3)c3ccccc3[C@@]23C[C@@H](C(=O)OC)N(C(=O)c2ccco2)C3=N1
4. COC(=O)c1ccccc1S(=O)(=O)N1CCc2nc(COc3ccccc3)c3c(c2C1)CO[C@@H](C)C3
5. COC(=O)C1=C(C(=O)OC)[C@@H]2N(C)c3ccccc3[C@@]23C[C@@H](C(=O)OC)N(S(=O)(=O)c2cccs2)C3=N1
6. COC(=O)C1=C(C(=O)OC)[C@@H]2N(Cc3ccccc3)c3ccccc3[C@@]23C[C@@H](C(=O)OC)N(S(=O)(=O)c2ccc4c(c2)OCCN4C)C3=N1

| entry no. | 1 | 2 | 3 | 4 | 5 | 6 |
| --- | --- | --- | --- | --- | --- | --- |
| CHX counter | / | / | / | / | / | / |
| LmPK inh | -4%[11.5 µM] | 5%[11.5 µM] | -8%[11.5 µM] | -6%[11.5 µM] | 0%[11.5 µM] | -8%[11.5 µM] |
| Shiga inhibitor | / | / | / | / | / | / |

7. COC(=O)C1=C(C(=O)OC)[C@@H]2N(C)c3ccc(OC)cc3[C@@]23C[C@@H](C(=O)OC)N(S(=O)(=O)c2ccc(C#N)cc2)C3=N1
8. C[C@H]1Cc2c(COc3ccccc3)nc3c(c2CO1)CN(S(=O)(=O)c1ccc(C#N)cc1)CC3
9. C=CCN1c2ccccc2[C@]23C[C@@H](C(=O)OC)N(S(=O)(=O)c4ccc5c(c4)OCCN5C)C2=NC(C(=O)OC)=C(C(=O)OC)[C@H]13
10. CC#CCN1c2ccccc2[C@]23C[C@@H](C(=O)OC)N(S(=O)(=O)c4ccc([N+](=O)[O-])cc4)C2=NC(C(=O)OC)=C(C(=O)OC)[C@H]13
11. CCCCc1nc2c(c3c1C[C@H](C)OC3)CN(C(=O)Nc1ccc(OC)cc1)CC2
12. C=CCNC(=O)N1CCc2nc(-c3ccc(OC)cc3C)c3c(c2C1)CO[C@@H](c1ccccc1)C3

| entry no. | 7 | 8 | 9 | 10 | 11 | 12 |
| --- | --- | --- | --- | --- | --- | --- |
| CHX counter | / | / | / | / | / | / |
| LmPK inh | 0%[11.5 µM] | -3%[11.5 µM] | -1%[11.5 µM] | 0%[11.5 µM] | -9%[11.5 µM] | -3%[11.5 µM] |
| Shiga inhibitor | / | / | / | / | / | / |

Record cards, as listed above. Screens in order: CHX counter	LmPK inh	Shiga inhibitor
COC(=O)C1=C(C(=O)OC)[C@@H]2N(Cc3ccccc3)c3ccccc3[C@@]23C[C@@H](C(=O)OC)N(S(=O)(=O)c2ccc4c(c2)OCCN4C)C3=N1 across the screens: /	-8%[11.5 µM]	/
COC(=O)C1=C(C(=O)OC)[C@@H]2N(C)c3ccccc3[C@@]23C[C@@H](C(=O)OC)N(S(=O)(=O)c2cccs2)C3=N1 across the screens: /	0%[11.5 µM]	/
C=CCNC(=O)N1CCc2nc(-c3ccc(OC)cc3C)c3c(c2C1)CO[C@@H](c1ccccc1)C3 across the screens: /	-3%[11.5 µM]	/
COC(=O)C1=C(C(=O)OC)[C@@H]2N(C)c3ccccc3[C@@]23C[C@@H](C(=O)OC)N(S(=O)(=O)c2ccc(C(F)(F)F)cc2)C3=N1 across the screens: /	5%[11.5 µM]	/

Other structures follow:
13. C=CCN1c2ccccc2[C@]23C[C@@H](C(=O)OC)N(S(=O)(=O)c4c(C)noc4C)C2=NC(C(=O)OC)=C(C(=O)OC)[C@H]13
14. COC(=O)C1=C(C(=O)OC)[C@@H]2N(Cc3ccccc3)c3ccccc3[C@@]23C[C@@H](C(=O)OC)N(S(=O)(=O)c2c(C)noc2C)C3=N1
15. C[C@H]1Cc2c(-c3ccccc3)nc3c(c2CO1)CN(C(=O)c1cccnc1)CC3
16. CCCCc1nc2c(c3c1C[C@H](C)OC3)CN(S(=O)(=O)c1ccc(Cl)c3nonc13)CC2
17. COC(=O)C1=C(C(=O)OC)[C@@H]2N(C)c3ccccc3[C@@]23C[C@@H](C(=O)OC)N(S(=O)(=O)c2ccc(C)cc2)C3=N1
18. COC(=O)N1C2=C(c3ccccc3[C@@H]1CC(=O)Nc1ccc3ccc4cccc5ccc1c3c45)[C@@H]1C(=O)N(c3ccccc3)C(=O)[C@@H]1[C@H](C)C2

| entry no. | 13 | 14 | 15 | 16 | 17 | 18 |
| --- | --- | --- | --- | --- | --- | --- |
| CHX counter | / | / | / | / | / | / |
| LmPK inh | -6%[11.5 µM] | -9%[11.5 µM] | -7%[11.5 µM] | -6%[11.5 µM] | -1%[11.5 µM] | -5%[11.5 µM] |
| Shiga inhibitor | / | / | / | / | / | / |

19. C/C=C/C1=Cc2ccccc2C(CC(=O)OC)N1C(=O)OC (stereo not given)
20. CC#CCN1c2ccccc2[C@]23C[C@@H](C(=O)OC)N(S(=O)(=O)c4ccc(Br)cc4)C2=NC(C(=O)OC)=C(C(=O)OC)[C@H]13
21. COC(=O)C1=C(C(=O)OC)[C@@H]2Nc3ccccc3[C@@]23C[C@@H](C(=O)OC)N(S(=O)(=O)c2c(C)noc2C)C3=N1
22. C[C@H]1Cc2c(-c3ccccc3)nc3c(c2CO1)CN(S(=O)(=O)c1ccc(Cl)c2nonc12)CC3
23. CCCCS(=O)(=O)N1C2=NC(C(=O)OC)=C(C(=O)OC)[C@@H]3Nc4ccccc4[C@]23C[C@H]1C(=O)OC
24. C#CCCOC(=O)N1C2=NC(C(=O)OC)=C(C(=O)OC)[C@@H]3N(CC#CC)c4ccccc4[C@]23C[C@H]1C(=O)OC

| entry no. | 19 | 20 | 21 | 22 | 23 | 24 |
| --- | --- | --- | --- | --- | --- | --- |
| CHX counter | / | / | / | / | / | / |
| LmPK inh | -1%[11.5 µM] | -4%[11.5 µM] | -6%[11.5 µM] | 1%[11.5 µM] | 0%[11.5 µM] | -2%[11.5 µM] |
| Shiga inhibitor | / | / | / | / | / | / |

25. CCCCC1=CC2=C(c3ccco3)C(=O)C(C)(OC(=O)c3ccc(OC)cc3)C(=O)C2=CN1CCc1c[nH]c2ccccc12 (stereo not given)
26. COc1ccc(-c2nc3c(c4c2C[C@H](c2ccccc2)OC4)CN(C(=O)Nc2cccc(C#N)c2)CC3)c(C)c1
27. CCCCC1=CC2=C(c3ccco3)C(=O)C(C)(OC(=O)c3ccc(OC)cc3)C(=O)C2=CN1C1CCCC1 (stereo not given)
28. COc1cccc(CC(=O)N2CCc3nc(COc4ccccc4)c4c(c3C2)CO[C@@H](C)C4)c1
29. C=CCN1C=C2C(=O)C(C)(OC(=O)c3ccco3)C(=O)C(C=C)=C2C=C1C1CC1 (stereo not given)
30. COc1cc(OC)c2c(c1)OC1Cc3cc(OC)c(OC)cc3C2O1 (stereo not given)

| entry no. | 25 | 26 | 27 | 28 | 29 | 30 |
| --- | --- | --- | --- | --- | --- | --- |
| CHX counter | / | / | / | / | / | / |
| LmPK inh | -7%[11.5 µM] | -7%[11.5 µM] | 4%[11.5 µM] | -3%[11.5 µM] | -3%[11.5 µM] | 2%[11.5 µM] |
| Shiga inhibitor | / | / | / | / | / | / |

31. CCCCc1nc2c(c3c1C[C@H](C)OC3)CN(C(=O)N[C@@H](C)c1ccccc1)CC2
32. COC(=O)N1C(c2ccccc2)=Cc2ccccc2C1C1(C(=O)OC)CCCC1=O (stereo not given)
33. COC(=O)c1ccccc1S(=O)(=O)N1CCc2nc(-c3ccccc3)c3c(c2C1)CO[C@@H](C)C3
34. COC(=O)CC1c2ccccc2C(Cc2ccc(OC)cc2)=C(C)N1C(=O)OC (stereo not given)
35. COC(=O)C1=C(C(=O)OC)[C@@H]2N(C)c3ccc(OC)cc3[C@@]23C[C@@H](C(=O)OC)N(S(=O)(=O)c2cccs2)C3=N1
36. CC1(OC(=O)C2CCCC2)C(=O)C=C2C=C(c3ccsc3)N(c3cccc(C#N)c3)C=C2C1=O (stereo not given)

| entry no. | 31 | 32 | 33 | 34 | 35 | 36 |
| --- | --- | --- | --- | --- | --- | --- |
| CHX counter | / | / | / | / | / | / |
| LmPK inh | -2%[11.5 µM] | -5%[11.5 µM] | 2%[11.5 µM] | -4%[11.5 µM] | 0%[11.5 µM] | -2%[11.5 µM] |
| Shiga inhibitor | / | / | / | / | / | / |

37. CC1(OC(=O)c2ccc(Cl)nc2)C(=O)Cc2cc(-c3ccsc3)ncc2C1=O (stereo not given)
38. C[C@H]1Cc2c(COc3ccccc3)nc3c(c2CO1)CN(C(=O)NCCc1c[nH]c2ccccc12)CC3
39. CC#CCN1c2ccccc2[C@]23C[C@@H](C(=O)OC)N(S(=O)(=O)c4ccc5c(c4)OCCN5C)C2=NC(C(=O)OC)=C(C(=O)OC)[C@H]13
40. C=CCNC(=O)N1CCc2nc(COc3ccccc3)c3c(c2C1)CO[C@@H](C)C3
41. Cc1ccc(S(=O)(=O)N2CCc3nc(COc4ccccc4)c4c(c3C2)CO[C@@H](C)C4)cc1
42. CCCCc1nc2c(c3c1C[C@H](C)OC3)CN(S(=O)(=O)c1ccc(C)cc1)CC2

| entry no. | 37 | 38 | 39 | 40 | 41 | 42 |
| --- | --- | --- | --- | --- | --- | --- |
| CHX counter | / | / | / | / | / | / |
| LmPK inh | 0%[11.5 µM] | -3%[11.5 µM] | -2%[11.5 µM] | -3%[11.5 µM] | -4%[11.5 µM] | 0%[11.5 µM] |
| Shiga inhibitor | / | / | / | / | / | / |

An excerpt from above in order of SMILES length, rising:
42. CCCCc1nc2c(c3c1C[C@H](C)OC3)CN(S(=O)(=O)c1ccc(C)cc1)CC2
41. Cc1ccc(S(=O)(=O)N2CCc3nc(COc4ccccc4)c4c(c3C2)CO[C@@H](C)C4)cc1
39. CC#CCN1c2ccccc2[C@]23C[C@@H](C(=O)OC)N(S(=O)(=O)c4ccc5c(c4)OCCN5C)C2=NC(C(=O)OC)=C(C(=O)OC)[C@H]13

| entry no. | 42 | 41 | 39 |
| --- | --- | --- | --- |
| CHX counter | / | / | / |
| LmPK inh | 0%[11.5 µM] | -4%[11.5 µM] | -2%[11.5 µM] |
| Shiga inhibitor | / | / | / |

Later entries.
43. C=CCN1c2ccccc2[C@]23C[C@@H](C(=O)OC)N(S(=O)(=O)c4ccc(Br)cc4)C2=NC(C(=O)OC)=C(C(=O)OC)[C@H]13
44. COC/C=C/C1=CC2=CC(=O)C(C)(OC(=O)c3cnc4ccccc4n3)C(=O)C2=CN1C1CCCC1 (stereo not given)
45. COC(=O)[C@@H](NC(=O)N1CCc2nc(COc3ccccc3)c3c(c2C1)CO[C@@H](C)C3)C(C)C
46. C=CCN1c2ccccc2[C@]23C[C@@H](C(=O)OC)N(S(=O)(=O)c4ccc([N+](=O)[O-])cc4)C2=NC(C(=O)OC)=C(C(=O)OC)[C@H]13
47. COC(=O)C1=C(C(=O)OC)[C@@H]2N(C)c3ccc(OC)cc3[C@@]23C[C@@H](C(=O)OC)N(S(=O)(=O)c2c(C)noc2C)C3=N1
48. CC(C)C[C@H](NC(=O)[C@@H](N)Cc1ccccc1)C(=O)N[C@@H](Cc1ccccc1)C(=O)N[C@@H](CCC(N)=O)C(=O)N1CCC[C@H]1C(=O)N[C@@H](CCC(N)=O)C(=O)N[C@@H](CCCN=C(N)N)C(=O)N[C@@H](Cc1ccccc1)C(N)=O

| entry no. | 43 | 44 | 45 | 46 | 47 | 48 |
| --- | --- | --- | --- | --- | --- | --- |
| CHX counter | / | / | / | / | / | -1 |
| LmPK inh | -4%[11.5 µM] | -1%[11.5 µM] | -2%[11.5 µM] | -3%[11.5 µM] | -5%[11.5 µM] | / |
| Shiga inhibitor | / | / | / | / | / | -11 |

Some of the compounds tested; rates above refer to the full screens.
